Screening data deposited in PubChem BioAssay by several laboratories.
CSM14.1 death rescue – rescue of cells from ER stress-induced death, primary screen, 384-well, CSM14.1, thapsigargin, ATP luminescence (AID 1222); 190,000 tested, under 10 active; cellular ATP content (survival), % at 20 µM, or EC50 in µM where a hit was titrated; CSM14.1 thapsigargin-induced death rescue, ATP luminescence; higher % means a stronger effect;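 active = EC50 below 50 µM in the dose-response confirmation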;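 also: death triggered by thapsigargin at about 15 µM added after 2 h compound pretreatment; cell ATP read after overnight thapsigargin exposure of roughly 18 to 22 hours; normalized against plate controls of thapsigargin alone and 5% DMSO vehicle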
XIAP displacement – XIAP antagonists, biochemical, IAP family, fluorescence polarization (AID 1018); XIAP BIR domain, fluorescence polarization peptide displacement; higher % means a stronger effect; one-dose displacement, % at 20 µM; IC50 in µM for titrated hits; 200,000 tested, 0.007% active; in the data active = displacement above about 50%; also: a part of the inactive calls stands beside numbers as strong as those of hits
West Nile antiviral – West Nile virus antiviral activity, cell-based, CPE readout (AID 1621). West Nile virus-infected cells, CPE inhibition; higher % means a stronger effect. CPE inhibition, % at 10 µM, or IC50 in µM where a hit was titrated. 290,000 tested, 0.02% active; in the data active = a potency from the dose series; inconclusive = CPE inhibition mostly from about 3.7% at the one dose, without a potency; inactive = the rest, 99 in 100 with CPE inhibition below about 2.2%; also: strong numbers were not always called active
SIAH1 antagonists – Siah-1 peptide-binding antagonists, primary screen, biochemical, fluorescence polarization, rhodamine-plectin, uHTS (AID 1817) | Siah-1 / rhodamine-plectin peptide fluorescence polarization; higher % means a stronger effect | displacement, % at 20 µM, or IC50 in µM where a hit was titrated | 290,000 tested, 0.02% active;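 active = displacement of at least 50% at 20 µM, with a fluorescence ratio check between 0.3 and a set limit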;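 also: plate controls were Siah plus tracer with DMSO for no effect and tracer alone without Siah for full effect; strong numbers were not always called active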
PMI inhibition – human PMI inhibitors, high substrate, primary screen, biochemical, fluorescence intensity, high mannose 6-phosphate (AID 1220) | recombinant PMI enzyme, coupled fluorescence intensity; higher % means a stronger effect | Mannose-6-phosphate isomerase (Homo sapiens) | 190,000 tested, 0.66% active | inhibition, % at 20 µM; hits with a dose series show IC50 in µM; in the data active = inhibition above about 50%
Salmonella PhoP GFP – inhibitors of PhoP regulon expression, primary screen, Salmonella Typhimurium, GFP reporter (AID 1863); one-dose inhibition, % at 50 µM; IC50 in µM for titrated hits; S. Typhimurium PhoP-regulated promoter GFP reporter, 4 h; higher % means a stronger effect; 300,000 tested, 0.16% active;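 active = inhibition over 29.93%, a cutoff 3 SD above the screen mean, later confirmed by dose response; inconclusive = inhibition over 29.93% but no dose response follow-up; inactive = inhibition at most 29.93% or unconfirmed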;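 also: 0% = low Mg2+ inducing control and 100% = high Mg2+ repressing control; strong numbers were not always called active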
Yfh1-off respiration – enhancers of respiration in Yfh1-depleted yeast, dose response, Friedreich's ataxia, plus single-dose screen (AID 1465); S. cerevisiae Yfh1-off respiration, WST-1 reduction, 72 h; higher fold induction means a stronger effect; fold induction at 50 µM, or EC50 in µM where a hit was titrated; 220,000 tested, 0.074% active;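 active = fold induction of absorbance versus untreated yeast above a set limit, then at least 30% activation at any dose in follow-up; inconclusive = repeats straddling the limit, or above it without dose testing; inactive = fold induction below the set limit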;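 also: activators that raise dye reduction in frataxin-depleted yeast; strong numbers were not always called active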
P. falciparum M1AAP – P. falciparum M1AAP inhibitors, biochemical, fluorogenic H-Leu-NHMec substrate, 1536-well (AID 1445) | Aminopeptidase N (Plasmodium falciparum (isolate 3D7)) | recombinant M1AAP, H-Leu-NHMec fluorogenic kinetic assay; higher % means a stronger effect | one-dose inhibition, % at 30 µM; IC50 in µM for titrated hits | 220,000 tested, 0.42% active;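 active = primary inhibition above the hit cutoff, then over 50% inhibition at one or more dose response concentrations, cut at about 23% in these data, passing the limit was not always enough; inconclusive = conflicting primary data, or primary hits not chosen for dose response; inactive = low primary inhibition, or under 50% at every dose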;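 also: plate controls were DMSO full reaction for no effect and no enzyme background for full effect; strong numbers were not always called active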
P. falciparum M17LAP – P. falciparum M17LAP inhibitors, primary screen, biochemical, fluorogenic H-Leu-NHMec substrate, 1536-well (AID 1619); recombinant M17LAP, H-Leu-NHMec fluorogenic kinetic assay; higher % means a stronger effect; Leucine aminopeptidase (Plasmodium falciparum (isolate 3D7)); inhibition, % at 30 µM; hits with a dose series show IC50 in µM; 220,000 tested, 0.38% active;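 active = compound inhibiting the enzyme by more than half at any dose during confirmatory dose-response retesting; inconclusive = strong single-dose inhibitors picked by rank but not retested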;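 also: plate controls were full reaction with DMSO carrier for no effect and no enzyme background for full effect; strong numbers were not always called active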
* hit, by the source's call; i = inactive; ? = inconclusive; . = not tested or not shown.

Order of values: CSM14.1 death rescue | XIAP displacement | West Nile antiviral | SIAH1 antagonists | PMI inhibition | Salmonella PhoP GFP | Yfh1-off respiration | P. falciparum M1AAP | P. falciparum M17LAP
- CCC(C(=O)N1CC2(C)CC1CC(C)(C)C2)N1C(=O)c2ccccc2C1=O (stereo unspecified)
 : 5.0% | -5.0% | 0.4% | 6% | -1% | 5% | i | 3% | -3%
- CCc1ccc(-n2cccc2/C=C2/C(=N)N3C(=NC2=O)SN=C3S(C)(=O)=O)cc1
 : . | -15% | 0.8% | 20% | -4% | -3% | i | 34µM* | 47%
- COc1ccc(NC(=O)C2CCCN(c3cc(C)nc4ncnn34)C2)cc1 (stereo unspecified)
 : -0.7% | -3.3% | -1.3% | 18% | 1% | 3% | i | -1% | 4%
- CC(C)C(=O)NCc1cc(-c2ccccc2)no1
 : -2.8% | -3.0% | -0.2% | 4% | -11% | 0% | i | 7% | 1%
- COCC1CCN(C(=O)CCc2nnc(CCCCc3ccccc3)o2)CC1
 : 1.6% | -4.0% | -0.3% | 18% | -2% | -5% | i | 4% | 5%
- CC(CC(=O)Nc1cc(C(F)(F)F)ccc1Cl)c1ccccc1 (stereo unspecified)
 : 3.1% | -3.9% | 0.1% | 4% | 12% | 8% | i | -7% | -8%
- CCCCCCCCCCSc1n[nH]c(NC(C)=O)n1
 : 1.2% | -2.8% | ? | 0% | -5% | 0% | i | -2% | 11%
- CCn1c(=O)cc(SCC(=O)N(C)Cc2ccccc2)c2ccccc21
 : 0.7% | -0.4% | -0.3% | -2% | 1% | 1% | i | 7% | 8%
- O=C(NC1CC1)c1cc(=O)c2ccccc2o1
 : 0.2% | 1.7% | 0.6% | 2% | -15% | 22% | i | -7% | -2%
- COc1ccccc1C(=O)Oc1ccc2c(c1)O/C(=C\c1ccncc1)C2=O
 : -0.2% | -7.9% | -0.2% | 3% | 3% | -23% | i | 10% | 9%
- COc1ccc2ccccc2c1CN1CCN(C(=O)c2ccccc2)CC1
 : 1.7% | -2.0% | -0.3% | -2% | 13% | 20% | i | -3% | 5%
- CCOC(=O)c1[nH]c2c(c1C)C(=O)CC(c1ccc(N(C)C)cc1)C2 (stereo unspecified)
 : . | -7.4% | 0.0% | 1% | -20% | 0% | i | 7% | -2%
- Cc1cc(C(=O)CSc2nnc(-c3ccccc3)n2C)c(C)n1C
 : . | -2.3% | -0.3% | -5% | 5% | 2% | i | 5% | 7%
- Cc1ccnc2nc(C(=O)OCC(=O)Nc3ccc4c(c3)OC(F)(F)O4)nn12
 : 1.4% | -6.8% | 0.1% | 0% | -3% | -4% | i | -5% | 8%
- NC(=O)c1ccsc1NC(=O)c1ccc2c(c1)CCCC2
 : -1.3% | -1.3% | -0.1% | 8% | 8% | -2% | i | 8% | -4%
- CCN(CC)C(=O)C1CCCN(C(=S)Nc2cccc3ccccc23)C1 (stereo unspecified)
 : -1.6% | -9.3% | -1.3% | 18% | 43% | 24% | i | 0% | -1%
- CCC(c1ccccc1)c1nc(-c2ccccn2)no1 (stereo unspecified)
 : 3.1% | -2.3% | 0.0% | 9% | 0% | 12% | i | -1% | -1%
- N#Cc1ccc(/C=C(\C(=O)C(=O)O)c2ccc3ccccc3n2)cc1
 : . | . | -0.1% | 6% | . | -3% | i | 2% | -2%
- CN(CC(=O)Nc1cccc(F)c1)CC(=O)Nc1cccc(S(=O)(=O)N2CCCCCC2)c1
 : . | . | 0.0% | 12% | . | -6% | i | 5% | 9%
- O=C(OCCOCCN=C1NS(=O)(=O)c2ccccc21)c1ccncc1
 : -1.3% | 0.6% | 0.1% | 2% | 2% | -5% | i | 2% | -8%
- Cc1cccc(NC(=O)CSc2nnc([C@@H]3CCCN3C(=O)OC(C)(C)C)o2)c1C
 : -1.3% | -1.2% | -0.1% | -2% | -10% | -2% | i | 1% | -2%
- OC1CCC(NC(=S)Nc2ccc(SC(F)F)cc2)CC1 (stereo unspecified)
 : -2.2% | -7.2% | 0.2% | 5% | 4% | -1% | i | 11% | 6%
- Cc1cc(NC(=O)CS(=O)(=O)c2cn(Cc3cccc(F)c3)c3ccccc23)no1
 : -4.9% | -15% | . | -1% | -4% | 0% | . | 8% | 2%
- Cc1cc(NC(=O)c2ccccc2F)nc2c1c(=O)oc1ccccc12
 : 0.6% | -2.3% | -0.5% | 11% | -10% | -15% | i | 2% | -2%
- COc1ccccc1CN1CC(C(=O)N2CCN(c3ccc(F)cc3)CC2)CC1=O (stereo unspecified)
 : 0.5% | -2.8% | -0.2% | -4% | 6% | 8% | i | 6% | 1%
- Cc1ccc(NC(=S)N2CCN(C3CCCCC3)CC2)cc1
 : -1.4% | -4.9% | -0.6% | 1% | -6% | 14% | i | -4% | -4%
- Cc1ccccc1NC(=O)CCC(=O)OCC(=O)c1ccc(-c2ccccc2)cc1
 : -0.8% | 0.8% | -0.1% | 0% | -5% | 0% | i | 7% | 14%
- CC(=O)c1sc2nc(=O)c(C)nn2c1C
 : -2.8% | -0.3% | -0.5% | 5% | -3% | -3% | i | 0% | 9%
- O=c1[nH][nH]c(-c2ccccc2)c1C=Nc1ccc(OC(F)(F)F)cc1
 : . | -8.7% | 0.3% | -7% | 9% | -4% | i | 10% | 7%
- Cc1nn(-c2cccc(Cl)c2)c2c1C(c1cccnc1)C(C#N)=C(N)O2 (stereo unspecified)
 : 0.5% | -3.9% | 0.2% | 1% | 1% | 2% | i | 11% | 11%
- CCOc1ccc(N2C(=O)c3cccnc3C2Nc2ccc(OC)cc2)cc1 (stereo unspecified)
 : -1.3% | -7.1% | -0.1% | 7% | 18% | 2% | i | 8% | 4%
- Cc1cc(Cl)ccc1OCC(=O)Nc1nc(-c2cccs2)cs1
 : -0.7% | -1.9% | -0.6% | 0% | -2% | 1% | i | 0% | -9%
- CN(C)c1cccc(NC(=O)c2ccco2)c1
 : -0.3% | -2.8% | 0.8% | 9% | 38% | -4% | i | -6% | 7%
- COC(=O)Cc1c(C(=O)OC)nnn1-c1ccc(OC)cc1
 : -0.3% | -5.1% | -0.1% | -1% | -1% | 2% | i | 6% | -6%
- OCCN1CN=C(Nc2nc3ccccc3o2)NC1
 : -1.1% | -3.3% | 0.6% | 1% | 2% | 1% | i | 8% | 7%
- C=CCC1CCCC(=O)N2CC[C@H](O)C12 (stereo partly specified)
 : -5.9% | -12% | -0.4% | -2% | 21% | 3% | i | -4% | -7%
- O=C(COC(=O)C12CC3CC(CC(Br)(C3)C1)C2)Nc1cccnc1Cl
 : -0.6% | 0.0% | -0.6% | 0% | 4% | 8% | i | 2% | 11%
- CCCC(=O)N1CCN(c2ccc([N+](=O)[O-])c(NC(C)c3ccccc3)c2)CC1 (stereo unspecified)
 : 0.8% | -3.0% | -0.1% | 7% | 13% | 7% | i | 10% | -3%
- CC(=O)c1c(N2CCN(c3ccccc3)CC2)nc(=S)n(-c2ccccc2)c1C
 : 1.7% | -5.0% | -0.1% | 2% | 4% | -20% | i | 14% | -2%
- COc1ccc(CCNC(=O)Cn2c(=O)oc3ccccc32)cc1OC
 : -0.9% | -0.7% | 0.2% | -2% | 4% | -2% | i | 1% | -8%
- COc1cccc(OCc2cc(C3Nc4ccccc4C(=O)N3Cc3ccco3)ccc2OC)c1 (stereo unspecified)
 : 6.9% | -20% | 0.0% | 6% | 8% | -7% | i | -2% | 11%
- CCN(CC)C(=O)C1=C(C)NC(=S)NC1c1cccs1 (stereo unspecified)
 : 0.2% | -3.6% | 0.4% | -1% | -12% | 6% | i | -3% | 2%
- Cc1cc(C)cc(NC(=O)C(OC(=O)C2=COCCO2)c2ccccc2)c1 (stereo unspecified)
 : -2.0% | -11% | -0.5% | -4% | 3% | 0% | i | 6% | 21%
- CCn1cnc2cc(NS(=O)(=O)c3ccc(C)cc3)ccc21
 : -1.1% | -9.6% | . | -4% | -5% | 4% | i | 1% | -1%
- CC1=NN(c2ccccc2)C(=O)/C1=C\C=C1/N(C)c2ccccc2C1(C)C
 : -0.6% | -2.1% | 0.5% | 0% | 13% | 10% | i | ? | 4%
- CN1c2ccccc2C(O)=C(C(=S)Nc2ccc(F)c(Cl)c2)S1(=O)=O
 : -2.8% | 0.6% | 0.0% | 8% | -4% | -6% | i | 8% | 31%
- COC(=O)c1cc2sccc2n1CC(=O)N(C)c1ccccc1
 : 1.1% | -1.5% | -0.6% | -2% | 10% | -5% | i | 5% | -3%
- Cc1ccc(C)c(C(=O)CN2C3=NCCCN3c3ccccc32)c1
 : -0.9% | -0.7% | 0.3% | 3% | 8% | 6% | i | 2% | 13%
- COc1ccc(CC(=O)N/N=C(\C)c2ccccn2)cc1
 : 3.1% | -7.9% | ? | 1% | -20% | 5% | i | -12% | -6%
- CC(=O)Nc1ccc2c(c1)CCCN2C(=O)c1ccccc1
 : 1.6% | 0.1% | -0.1% | 2% | 2% | -9% | i | 0% | -6%
- CSc1nc(N)nc(C2CC2)n1
 : . | . | 0.1% | 6% | . | -6% | i | 4% | 7%
- Cc1ccc(N2CC(C(=O)Nc3ccccc3C(=O)NC3CCCCC3)CC2=O)cc1 (stereo unspecified)
 : -1.1% | -3.9% | -0.4% | 4% | 0% | 3% | i | 0% | -5%
- CCc1ccccc1NC(=O)Nc1cc(F)ccc1F
 : -0.1% | 0.1% | -0.8% | -5% | -2% | 5% | i | -3% | 0%
- CC1CCN(CCCn2c(=S)[nH]c3ccc(N4CCOCC4)cc3c2=O)CC1
 : -0.6% | -3.9% | -0.6% | 1% | 5% | -4% | i | 11% | -16%
- Cc1[nH][nH]c(=O)c1N=Nc1ccccc1Cl
 : . | . | 0.6% | 0% | . | -2% | i | 5% | 2%
- CSCc1nc2sc(C(=O)Nc3nc(C)cs3)c(C)c2c(=O)[nH]1
 : -0.9% | -6.2% | -0.5% | 8% | -92% | 1% | i | 14% | 33%
- COc1ccccc1C(=O)C1CCCN(Cc2cn[nH]c2C2CCCCC2)C1 (stereo unspecified)
 : -1.6% | -6.0% | -0.7% | 0% | -1% | 5% | i | 1% | 3%
- CCc1n[nH]c2c1/C(=N\O)CC(c1ccccc1)C2 (stereo unspecified)
 : 2.1% | -24% | 0.0% | 0% | 13% | -4% | i | 6% | 1%
